From PubChem BioAssay
H9c2 TAG inh: reduces triacylglycerol accumulation in H9c2 cells; AID 651582; inhibition, % at 12.5 µM; Nile Red lipid (TAG) fluorescence; cells loaded with 200 µM oleic acid; 230,000 compounds, 0.66% hits;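 active = pattern-corrected inhibition of lipid staining of at least 50% with the nuclear-stain viability signal not falling by more than 50%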;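 also: 0% = DMSO wells and 100% = triacsin C control wells; some results filed as inactive read as strong as hits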
H9c2 TAG inh DAPI viability: also measured in H9c2 TAG inh; calls as there; DAPI nuclei signal change (viability), lower = more cytotoxic, %;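 whole-well DAPI fluorescence read on a plate reader as a viability signal; minus 50 percent equals half of cells still viable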
Starred values were filed as active, the others as inactive. Not all compounds are listed; count on the stated rates, not on these rows.

SMILES | H9c2 TAG inh | H9c2 TAG inh DAPI viability
CC(=O)Nc1ccc(C=CC=Cc2cccc([N+](=O)[O-])c2)cc1 | 4.1 | 2.6
CC(C)=CC(=O)O[C@H]1[C@@H]2[C@H](C)C(=O)O[C@@H]2C[C@@H](C)[C@@H]2[C@@H](O)CC(=O)[C@]21C | -6.4 | -2.6
CCOCC(=O)Nc1nc2ccccc2s1 | 3.3 | -2.3
O=C(N=Nc1c(O)[nH]c2ccc(Br)cc12)c1cc(-c2cccc3ccccc23)n[nH]1 | 14.4 | 13.2
CC1(Oc2ccccc2-c2ccn[nH]2)CCN(Cc2ccc(OC(F)(F)F)cc2)C1 (configuration not stated) | -9.4 | 1.1
CCOC(=O)c1c(C)[nH]c(C)c1C(=O)CN1C(=O)NC2(CCC(C)CC2)C1=O (configuration not stated) | 7.4 | -13.1
Cc1csc(CN(C)C(=O)CC2C(=O)NCCN2Cc2ccc(-c3ccccc3)cc2)n1 (configuration not stated) | -0.6 | -0.5
N#CC1=C(N)Oc2cc(O)ccc2C1C1CCCCC1 (configuration not stated) | -10.7 | 4.1
COc1ccccc1C(=O)NCC(=O)OC(C)C(=O)NC(=O)NC1CCCCC1 (configuration not stated) | 7.7 | -2.5
CC1CN(S(=O)(=O)c2cccc(C(=O)NCc3ccco3)c2)CC(C)O1 (configuration not stated) | 17.6 | 7.3
CCOCCOC(=O)NCCCCCCNC(=O)OCCOCC | -10.3 | -7.1
CN1CCN(C(=O)c2cc3c(n(-c4ccccc4)c2=O)CC(C)(C)CC3=O)CC1 | 15.6 | 14.5
CC1(c2ccc3c(c2)OCO3)NC(=O)N(CC(=O)c2ccc[nH]2)C1=O (configuration not stated) | -19.8 | 7.0
CCOC(=O)c1cnc(-n2nc(C)cc2C)nc1NC1CCCC1 | 44.7 | -23.4
CC(C)C(c1nnnn1C1CCCCC1)N1CCOCC1 (configuration not stated) | -3.4 | 5.2
COc1ccc(CC(=O)OCN2C(=O)c3ccccc3C2=O)cc1OC | -8.1 | -3.8
COCc1ccc(C(=O)N2CCCC(N3CCN(c4cccc(Cl)c4)CC3)C2)s1 (configuration not stated) | 0.7 | 7.4
Cc1ccc(NS(=O)(=O)c2cccc(C(=O)NCCCN3CCCC3=O)c2)cc1 | 3.7 | -10.4
CN1CCN(C2Cc3ccc(F)cc3Sc3cc(F)c(Cl)cc32)CC1 (configuration not stated) | 2.7 | 3.6
CC1(C(=O)OCC(=O)N2c3ccccc3Sc3ccccc32)CC1(Cl)Cl (configuration not stated) | -20.0 | -1.4
OC(CNCc1ccc(Cl)c(Cl)c1)c1ccccc1 (configuration not stated) | -0.4 | -5.3
O=C(CCN1CCOCC1)c1ccc(Cl)cc1 | -6.8 | -1.4
O=C(Nn1cnnc1)c1cccc(S(=O)(=O)N2CCOCC2)c1 | 2.4 | -6.0
Cn1c2c(c(=O)n(C)c1=O)C1c3ccccc3OCC1C(C)(C)O2 (configuration not stated) | 7.7 | 4.8
O=C(c1cc(F)ccc1F)C1CCCN(C(=O)CCN2CCCCO2)C1 (configuration not stated) | -11.1 | 15.4
COc1ccc(C2=CC(=O)OC3(CCCC3)O2)cc1 | 4.8 | -4.2
C=CCSc1nnc(NC(=O)c2c(CC)noc2C)s1 | 3.4 | -0.8
O=C(CSc1nc(-c2ccccc2)ns1)N1CCOCC1 | 3.0 | -4.4
O=C1/C(=C\c2ccc(Cl)c(Cl)c2)CN(C(=O)CCN2CCOCC2)C/C1=C/c1ccc(Cl)c(Cl)c1 | 62.7* | -48.8*
Cc1cccc(C(=O)OCC(=O)N2c3ccccc3CC2C)c1C (configuration not stated) | -9.4 | -3.3
O=C(CN1CCOCC1)NNC(=O)c1ccc(Cl)cc1 | -1.7 | -5.2
Cc1ccc(NC(=O)COC(=O)c2ccc3c(c2)NC(=O)C2CCCN32)cc1 (configuration not stated) | 66.4* | -6.4*
Cc1cc(SCC(=O)OCC(=O)N2CCCC2=O)c(C)cc1Br | -4.1 | 11.1
O=C(Nc1cnccn1)Nc1ccc(Cl)cc1Cl | -4.9 | -1.7
C(=C(c1ccccc1)c1ccccc1)c1ccccn1 | -12.9 | 0.6
CCN(c1ccc(OC)cc1)S(=O)(=O)N1CCCC(C(=O)NCc2cccc(C)c2)C1 (configuration not stated) | -3.7 | 1.5
Cc1cnc(NC(=O)CSCc2c(C)noc2C)s1 | -13.5 | 3.3
CCN1CCN(CC(=O)N2N=C(c3cccs3)CC2c2ccc(C)cc2)C(=O)C1=O (configuration not stated) | -4.8 | 2.7
COc1cccc(Cn2c(NCc3cccnc3)nc3c2c(=O)n(C)c(=O)n3C)c1 | 14.6 | -2.0
CC(C)Oc1ccccc1C1Nc2ccccc2C(=O)N1c1ccc2c(c1)OCCO2 (configuration not stated) | 11.4 | 0.6
Nn1c(SCC(=O)NC2CCS(=O)(=O)C2)nc2scc(-c3ccccc3)c2c1=O (configuration not stated) | 18.4 | -6.4
C=CCn1c(SCC(=O)NC2CCS(=O)(=O)C2)nnc1-c1ccncc1 (configuration not stated) | -4.6 | -3.3
O=C(OCCN1CCN(c2ncc(C(F)(F)F)cc2Cl)CC1)c1ccc(F)cc1 | -18.4 | 9.6
O=C1NN=C2CCCCCCC12 (configuration not stated) | 3.4 | 0.1
O=C1C2Sc3[nH]c(=O)sc3C(c3cc([N+](=O)[O-])ccc3O)C2C(=O)N1c1ccccc1 (configuration not stated) | -6.6 | 7.5
CCCCOc1ccc(C(=O)NCC(=O)OC2CCOC2=O)cc1 (configuration not stated) | -7.4 | 8.1
COc1cc(/C=N/NC(=O)c2ccc3ccccc3c2)ccc1Oc1ccc([N+](=O)[O-])cn1 | 22.3 | -8.0
O[C@H]1C[C@H](c2ccc(Cl)cc2)N(CC2CCCCC2)C[C@@H]1n1cc(C2CC2)nn1 | 43.1 | -10.4
O=C(CS(=O)(=O)c1cn(Cc2ccc(F)cc2)c2ccccc12)N1CCCCC1 | -21.9 | 6.1
CCc1ccccc1NC(=O)CN1CCN(C(=O)CCC(=O)N2CCC(c3ccccc3)=N2)CC1 | 22.6 | -8.0

Part of the list above, tab-delimited.
Compound	H9c2 TAG inh	H9c2 TAG inh DAPI viability
Cc1cc(SCC(=O)OCC(=O)N2CCCC2=O)c(C)cc1Br	-4.1	11.1
O=C(Nc1cnccn1)Nc1ccc(Cl)cc1Cl	-4.9	-1.7
C(=C(c1ccccc1)c1ccccc1)c1ccccn1	-12.9	0.6
CCN(c1ccc(OC)cc1)S(=O)(=O)N1CCCC(C(=O)NCc2cccc(C)c2)C1 (configuration not stated)	-3.7	1.5
Cc1cnc(NC(=O)CSCc2c(C)noc2C)s1	-13.5	3.3
CCN1CCN(CC(=O)N2N=C(c3cccs3)CC2c2ccc(C)cc2)C(=O)C1=O (configuration not stated)	-4.8	2.7
COc1cccc(Cn2c(NCc3cccnc3)nc3c2c(=O)n(C)c(=O)n3C)c1	14.6	-2.0
CC(C)Oc1ccccc1C1Nc2ccccc2C(=O)N1c1ccc2c(c1)OCCO2 (configuration not stated)	11.4	0.6
Nn1c(SCC(=O)NC2CCS(=O)(=O)C2)nc2scc(-c3ccccc3)c2c1=O (configuration not stated)	18.4	-6.4
C=CCn1c(SCC(=O)NC2CCS(=O)(=O)C2)nnc1-c1ccncc1 (configuration not stated)	-4.6	-3.3
O=C(OCCN1CCN(c2ncc(C(F)(F)F)cc2Cl)CC1)c1ccc(F)cc1	-18.4	9.6
O=C1NN=C2CCCCCCC12 (configuration not stated)	3.4	0.1
O=C1C2Sc3[nH]c(=O)sc3C(c3cc([N+](=O)[O-])ccc3O)C2C(=O)N1c1ccccc1 (configuration not stated)	-6.6	7.5
CCCCOc1ccc(C(=O)NCC(=O)OC2CCOC2=O)cc1 (configuration not stated)	-7.4	8.1
COc1cc(/C=N/NC(=O)c2ccc3ccccc3c2)ccc1Oc1ccc([N+](=O)[O-])cn1	22.3	-8.0

Continuation.
SMILES | H9c2 TAG inh | H9c2 TAG inh DAPI viability
Cn1c(Cc2csc(N)n2)nnc1SCC(=O)NC1CCCCC1 | -5.9 | -1.3
CCOC(=O)c1ccc(NC(=O)COc2ccc(CNCCO)cc2OCC)cc1 | 14.9 | 24.5
O=C(Nc1ccnn1C1CCN(C(=O)c2cnsn2)CC1)c1cccc(F)c1 | -7.7 | 4.3
CC(=O)c1ccc(Nc2c3c(nc4ccccc24)CCCC3)cc1 | -12.3 | 4.8
CC[C@H](C)[C@H](NC(N)=O)C(=O)Nc1ccc(C)cc1 | 2.0 | 2.3
CC(=O)Nc1ccccc1OCC(=O)NCCC1=CCCCC1 | -26.6 | 2.3
CCc1ccc(NC(=O)CNC(=O)c2cn(-c3ccccc3OC)c(=O)c3ccccc23)cc1 | -26.9 | 14.2
O=C(/C=C/c1ccccc1)N1c2ccccc2Sc2ccc(C(F)(F)F)cc21 | 1.3 | 2.8
CCOC(=O)C1=C(C)N=C2SC(CC)C(=O)N2C1c1cccc(F)c1 (configuration not stated) | 10.8 | -5.5
COc1ccc(C2=NOC(C)(c3nnc(Cc4ccccc4)o3)C2)cc1 (configuration not stated) | -10.0 | 2.7

An excerpt of these results, with values under each structure:
Results follow in this order: H9c2 TAG inh	H9c2 TAG inh DAPI viability
Cn1c(Cc2csc(N)n2)nnc1SCC(=O)NC1CCCCC1
  -5.9	-1.3
CCOC(=O)c1ccc(NC(=O)COc2ccc(CNCCO)cc2OCC)cc1
  14.9	24.5

Next entries
SMILES | H9c2 TAG inh | H9c2 TAG inh DAPI viability
COc1cccc(C(=O)OC2CCCN(C)C2)c1 (configuration not stated) | 6.8 | -7.4
O=C(OCCN1C(=O)c2ccccc2C1=O)C1CC(O)CN1S(=O)(=O)c1ccc(Cl)cc1 (configuration not stated) | 12.1 | -2.3
COc1cc(CO)ccc1Oc1nc2ccccc2n2cnnc12 | 2.0 | -1.5
COc1ccccc1Nc1nc(N)nc(CSC(=S)N2CCOCC2)n1 | 2.7 | 6.9
C[C@H]1CN([C@@H](C)CO)C(=O)c2cccc(NC(=O)Nc3ccc(C(F)(F)F)cc3)c2O[C@@H]1CN(C)Cc1ccc(Cl)c(Cl)c1 | 55.9* | -3.2*
CN(Cc1ccccc1)S(=O)(=O)CCNC(=O)c1ccc2c(c1)OCO2 | -1.7 | -8.8
O=C(NNc1c(Cl)cccc1Cl)c1sccc1Cl | -16.0 | 11.6
COc1ccccc1C1CC(c2ccc(C)cc2)Nc2ncnn21 (configuration not stated) | -17.2 | 7.4
COCCSc1nnc(NC(=O)C2CC(=O)N(c3ccc(OC)cc3)C2)s1 (configuration not stated) | 14.6 | -0.4
O=C(COC(=O)CNC(=O)c1ccccc1)Nc1ccc(F)c([N+](=O)[O-])c1 | -4.9 | 6.7
CCn1c(O)c(/C=C/C=C/C=Nc2ccccc2)sc1=S | -7.3 | -1.0
CCOC(=O)c1[nH]c(=O)[nH]c1COC(=O)c1cc2ccccc2o1 | 2.2 | -15.1
CCN(CC)C(NC(=O)Cc1ccccc1)C(Cl)(Cl)Cl (configuration not stated) | 7.7 | -10.8
O=C1CCC(=O)N1CC(=O)N(c1ccccc1)c1ccccc1 | 18.3 | -9.7
Cc1c(C(=O)OCC(=O)c2ccc3c(c2)OCCO3)oc2ccccc12 | -13.7 | -2.5
O=C(NN=CC=Cc1ccccc1)C(O)C(O)C(=O)NN=CC=Cc1ccccc1 (configuration not stated) | -25.6 | 5.3
C=CCn1c(SCC(=O)Nc2c(C)n(C)n(-c3ccccc3)c2=O)nc2ccccc2c1=O | -4.5 | 2.3
CC1CCCCC1NC(=O)Cn1c(=O)oc2cc(S(=O)(=O)N3CCCC3)ccc21 (configuration not stated) | 8.0 | -1.5
O=C(NCCc1ccccc1)C(c1ccccc1)N(C(=O)c1csnn1)C1CC1 (configuration not stated) | 6.1 | -9.3
COc1cccc(NC(=S)N2CCc3cc(OC)c(OC)cc3C2)c1 | 3.3 | -3.9
COC(=O)Cc1ccc(NC(=S)NCCSc2ccc(C)cc2)cc1 | -11.0 | 1.8
CCOC(=O)c1nnn(-c2nonc2-n2cccc2)c1CN1CCC(C)CC1 | -60.6 | -5.0
O=C(O)c1ccccc1C(=O)OCc1ccccc1 | 13.6 | -8.9
CC(=O)Nc1ccc(S(=O)(=O)Oc2cccc(N3C(=O)C4CCCCC4C3=O)c2)cc1 (configuration not stated) | -9.9 | -5.8
Cc1cccc(NC(=O)c2ccc(S(=O)(=O)N3CCCCCC3)cc2)n1 | -7.2 | 1.2
CCCCOc1ccc(NC(=O)CN2CCN(C(=O)OCC)CC2)cc1 | 25.3 | -3.2
O=C(/C=C/c1ccccc1)Nc1cccc(C(=O)NCCc2ccccc2)c1 | 14.7 | 0.9
OC[C@@H]1CN(Cc2ccc(F)cc2)C[C@H](n2cnc3c(NCc4ccncc4)ncnc32)O1 | 10.5 | -4.4
Cn1c(CCNC(=O)c2cc(COc3ccc(F)c(F)c3)on2)nc2ccccc21 | -2.8 | 3.6
COc1ccc(/C=N/n2c(-c3n[nH]c4c3CCC4)n[nH]c2=S)c(OC)c1OC | -36.0 | 2.6
Cc1cc(Br)ccc1NC(=S)N1CCOCC1 | 2.1 | 0.4
CN=C(C[N+](=O)[O-])NCCSCc1ccc(CN(C)C)o1 | -3.6 | 5.6
NC(N)=Nc1nc2cc([N+](=O)[O-])ccc2o1 | 15.8 | -2.9
Cn1c(SCC(=O)OCc2ccccc2)nnc1-c1ccco1 | -19.8 | 14.1
CC(=O)N1CCN(C(=O)CCc2c[nH]c3ccccc23)CC1 | -1.2 | -10.3
CC(C)(C)OC(=O)N1CCOCCOCCN(C(=O)OC(C)(C)C)CCOCC1 | 18.5 | -6.9
CCn1c(COc2ccccc2)nnc1SCC(=O)Nc1cc(OC)ccc1OC | -5.0 | 12.1
Nc1nc(SCC(=O)Nc2cccnc2Cl)n[nH]1 | -13.4 | 5.0
COc1ccc2oc(C(=O)OCC(=O)N(C)CC(=O)Nc3ccc(F)cc3)c(C)c2c1 | -4.3 | -8.9
Cc1cccc(C)c1Oc1nc(-c2ccccc2)ncc1S(=O)(=O)c1ccccc1 | -1.6 | -2.9
COc1ccccc1-c1cc(C(F)(F)F)nc(S(=O)(=O)CCCC(=O)NCc2ccc(F)cc2)n1 | 81.6 | -60.2
CCOC(=O)Cc1csc(NC(=O)COc2ccc(OC)cc2)n1 | 9.2 | 0.2
CCCCCC(=O)NC(=S)Nc1ccc(N2CCCCC2)c(Cl)c1 | 37.0 | -4.1
